PPARg SRC1 recr: agonists of human PPARgamma SRC-1 coactivator recruitment; 0.41% of 200,000 active; activation, % at 8 µM; P37231; AID 631; PPARgamma-SRC-1 coactivator recruitment biochemical assay; in the data active = activation above about 19%;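 note: 0% = DMSO and 100% = reference agonist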
ROMK primary: human ROMK K+ channel modulation, primary screen | 2% of 130,000 active | Tet-inducible ROMK, thallium flux fluorescence; actives lie on both sides | AID 1918 | B-score at 10 µM | P48048;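 active = signal ratio slope over the read window, or its plate-corrected B-score, at least 3 SD from the plate mean, either direction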;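 note: B-score of the F/F0 ratio slope over 7 to 12 s after thallium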
PMI act hi M6P: increases human PMI activity with near-saturating mannose 6-phosphate; 0.34% of 190,000 active; P34949; coupled PMI enzyme assay, resazurin fluorescence, 20 min; hits give high values; 1 = untreated enzyme, 0 = substrate-free blank; activation factor at 20 µM;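 active = activation factor of 2 or more at 20 µM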
Target sequence (P34949 whole entry, looked up): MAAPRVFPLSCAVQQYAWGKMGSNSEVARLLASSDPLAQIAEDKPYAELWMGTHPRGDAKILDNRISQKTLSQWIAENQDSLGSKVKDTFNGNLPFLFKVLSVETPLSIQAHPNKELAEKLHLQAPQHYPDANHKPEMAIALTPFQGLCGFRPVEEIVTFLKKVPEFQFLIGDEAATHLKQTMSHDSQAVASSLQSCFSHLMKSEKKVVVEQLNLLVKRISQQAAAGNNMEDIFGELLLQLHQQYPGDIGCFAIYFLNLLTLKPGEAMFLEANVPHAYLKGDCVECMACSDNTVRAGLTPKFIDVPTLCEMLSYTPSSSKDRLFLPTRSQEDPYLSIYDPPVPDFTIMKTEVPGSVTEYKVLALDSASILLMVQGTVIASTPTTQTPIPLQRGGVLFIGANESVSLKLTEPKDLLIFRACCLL
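assay system = human phosphomannose isomerase with PGI, G6PDH, diaphorase coupling enzymes | quantity = 15 ng/mL PMI | incubation = enzyme reaction with compound 20 min at room temperature | medium = HEPES pH 7.4 buffer with MgCl2 and Tween-20 | compound dosing = one concentration, 20 µM, in 1% DMSO | measured by = Diaphorase-driven resazurin-to-resorufin fluorescence, excitation 544, emission 590 nm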
G6PDH CS: inhibits Leuconostoc G6PDH, flagging false hits in G6PDH-based assays | Purified L. mesenteroides G6PDH, diaphorase/resazurin coupled fluorescence, 45 min | inhibition, % at 5 µM | 0.12% of 200,000 active | AID 1020; in the data active = inhibition above about 50%
PPARg SRC-2 ag: PPARgamma-driven SRC-2 recruitment agonism. P37231. PPARgamma LBD-SRC-2 recruitment, biochemical. activation, % at 8 µM. 0.34% of 200,000 active. AID 1032; in the data active = activation above about 22%;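 note: 0% = vehicle and 100% = reference agonist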
Diaph inh CS: counter-screen for diaphorase-based assays: diaphorase inhibitors and chemical oxidizers; diaphorase resazurin-to-resorufin fluorescence, NADH, 16 min; bacterial (C. kluyveri) enzyme, not human; inhibition, % at 20 µM; 0.69% of 190,000 active;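 active = primary screen inhibition at 20 µM above a set limit, cut at about 50% in these data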;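 note: plate controls were DMSO with full reaction for no effect and wells lacking NADH for full effect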
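Detection: fluorescence of resorufin formed from resazurin, Ex 544/Em 590 nm; test system: Clostridium kluyveri diaphorase enzyme; amount: 0.14 U/mL diaphorase, enzyme working solution; times: 16-min room-temperature incubation before reading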
PMI act: increases human mannose-6-phosphate isomerase activity; P34949; purified human PMI, coupled resazurin fluorescence, 20 min; hits give high values; 1 = vehicle control, 0 substrate-free wells; AID 1214; 0.005% of 190,000 active; activation factor at 20 µM;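 active = activation factor of 2 or more at 20 µM, relative to plate controls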
Diaph act CS: counter-screen for diaphorase-based assays: diaphorase activators and chemical reducers | Diaphorase/resazurin coupled assay, resorufin fluorescence, 16 min; hits give high values; 1 = vehicle wells, 0 = NADH-free wells | AID 1229 | activation factor at 20 µM | 0.005% of 190,000 active;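 active = diaphorase activity raised at least twofold by the compound at 20 µM; inactive = activation factor below 2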
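Assay system: Purified diaphorase enzyme from Clostridium kluyveri | Amount: Enzyme 0.07 U/mL final | Dosing: Compound 20 µM once, DMSO 1% | Timing: 16 min reaction at room temperature | Detection: Fluorescence, excitation 544 nm and emission 590 nm | Evaluation: Higher resorufin formation from activation or reduction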
TR-FRET SRC-2 ct: flags TR-FRET format artefacts in PPARgamma SRC-2 recruitment agonist screen. TR-FRET artefact counter-screen; hits give high values. TR-FRET ratio at 8 µM. AID 1049. 0.4% of 200,000 active; in the data active = TR-FRET ratio above about 2000; note: inactives centre near 1500
S1P3 antagonist: antagonists of human S1P3 receptor. 0.27% of 170,000 active. Q99500. CHO S1P3 NFAT-BLA reporter, FRET fluorescence, antagonist mode. AID 485. inhibition, % at 4.98 µM;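 active = inhibition above the plate cutoff, the mean inhibition of test wells on that plate plus 3 SD, cut at about 28% in these data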;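 note: cells challenged with S1P at its EC80 of 0.8 µM; blue over green emission ratio from cleaved BLA substrate after 4 h stimulation; 0% = S1P-stimulated wells and 100% = unstimulated DMSO-only wells; some compounds past the cut are filed as inactive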
Target sequence (Q99500 whole entry, looked up): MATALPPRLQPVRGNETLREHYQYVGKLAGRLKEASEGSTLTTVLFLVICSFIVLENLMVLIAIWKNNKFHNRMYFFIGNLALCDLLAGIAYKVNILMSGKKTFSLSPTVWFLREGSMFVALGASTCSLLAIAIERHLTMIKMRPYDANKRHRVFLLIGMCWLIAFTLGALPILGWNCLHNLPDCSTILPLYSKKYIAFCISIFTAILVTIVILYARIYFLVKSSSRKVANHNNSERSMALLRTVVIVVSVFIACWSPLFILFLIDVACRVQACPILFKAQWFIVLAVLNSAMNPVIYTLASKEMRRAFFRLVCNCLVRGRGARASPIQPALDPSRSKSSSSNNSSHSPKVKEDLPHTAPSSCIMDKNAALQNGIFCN
PPARg SRC3 recr: promotes SRC-3 coactivator recruitment by human PPARgamma | 0.26% of 200,000 active | AID 731 | biochemical PPARgamma/SRC-3 coactivator recruitment assay | activation, % at 8 µM; in the data active = activation above about 23%;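 note: 0% = DMSO and 100% = reference agonist; some compounds past the cut are filed as inactive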
Numbers without * were called inactive; / = no result given.

Order of results: PPARg SRC1 recr	ROMK primary	PMI act hi M6P	G6PDH CS	PPARg SRC-2 ag	Diaph inh CS	PMI act	Diaph act CS	TR-FRET SRC-2 ct	S1P3 antagonist	PPARg SRC3 recr
> COc1cccc(C(=O)NCc2ccc3[nH]c(C)cc3c2)c1
    3	0.17	0.9	4	8	-12	1.3	1.1	1463	-20	6
> CCC(C)C(NC(=O)C1CCC(C)CC1)C(=O)NC1CCN(Cc2ccccc2)CC1 (centres undefined)
    3	/	1	9	4	12	0.9	0.9	1595	-7	6
> CCCCC(=O)NC(NC(=S)N1CCCCCC1)C(Cl)(Cl)Cl (centres undefined)
    0	/	1	0	0	15	1	0.9	1572	8	-1
> COc1ccccc1C(=O)Nc1c(C)cc(Br)cc1C
    -4	/	0.9	4	-4	2	1	1	1440	0	-3
> Cc1ccc2c(Cl)cc(Cl)c(OCC(=O)NCCc3ccccn3)c2n1
    8	-0.32	0.7	-2	3	11	0.9	0.9	1690	-5	1
> CCCNC(=O)NC(=O)CSc1nnc(C)n1N
    -4	0.021	1.1	2	5	3	1	1	1401	/	0
> CC1(C)Cc2c(sc3[nH]c(=S)n(Cc4ccco4)c(=O)c23)CO1
    9	1	1	5	8	32	0.9	0.7	1840	/	17
> CCOCC(=O)Nc1c(C)n(C)n(-c2ccccc2)c1=O
    -5	/	1.1	19	-3	0	1.1	1	1441	-36	4
> O=[N+]([O-])c1c(NCCO)cc(N2CCCCC2)c2nonc12
    -1	-0.24	0.4	26	-1	52*	0.4	0.5	1748	-8	3
> Cc1cccc(N(C)C(=S)Oc2ccc3ccccc3c2)c1
    4	/	1	11	11	10	0.9	0.9	1553	14	5
> CC(=O)NC1C(=O)N=C(SCC(=O)Nc2cccc(Cl)c2)NC1=O (centres undefined)
    1	1.2	0.9	2	-1	10	1	0.9	1718	-13	2
> CN1C(=O)C(O)(CC(=O)c2ccccn2)c2cc(Br)ccc21 (centres undefined)
    4	/	0.9	12	4	20	0.8	0.8	1656	-1	9
> O=c1c2ccccc2nc2n1C1(CCCCC1)Cc1ccccc1-2
    4	/	0.9	-3	1	20	1	0.8	1394	/	-8
> O=C(Nc1cccc(S(=O)(=O)Nc2ccccc2Cl)c1)c1ccc(Cl)nc1
    3	-0.93	0.9	2	4	18	0.9	0.8	1416	9	2
> CCCC(CCC)C(=O)Nc1c[nH]c(=O)[nH]c1=O
    -2	0.77	1.1	5	3	-4	1.2	1	1486	/	-1
> Cc1[nH]nc2nc3c(c(OC(=O)c4ccccc4)c12)c(=O)n(C)c(=O)n3C
    -7	/	0.8	3	5	23	0.8	0.8	1645	-10	0
> O=C(COc1ccc(F)c(Cl)c1)c1ccc[nH]1
    3	-0.21	0.8	10	3	19	0.9	0.8	1707	10	6
> CC(C)C1N=C2c3ccccc3N=C(SCC(=O)c3ccc(O)c(O)c3)N2C1=O (centres undefined)
    -3	/	1	7	3	42	0.7	0.6	1525	12	-8
> Cn1c(=O)c2cc(S(=O)(=O)NCCC(=O)Nc3ccc(F)cc3F)ccc2n(C)c1=O
    -6	-0.12	0.9	5	-5	10	1	0.9	1366	1	-3
> CN(C)S(=O)(=O)c1cccc(NC(=O)c2cc3c(cc2Cl)N2CCCCCC2=NS3(=O)=O)c1
    12	-0.82	1	3	9	17	1	0.8	1601	9	2
> COc1ccc(Cc2nnc(SCC(=O)N3CCc4ccccc4C3)o2)cc1
    18	/	0.8	2	-6	29	0.9	0.7	1586	/	7
> O=C1c2ccc([N+](=O)[O-])cc2C(=O)N1CNc1ccccn1
    -4	-0.9	1	3	5	10	1.1	0.9	1576	5	3
> O=C(Nc1ccc(NC(=O)C2CCCCC2)nc1)c1cccs1
    4	-0.56	1.1	2	6	0	1	1	1558	-10	0
> COc1ccc(C2CCCN2C(=S)Nc2cccc(Cl)c2)cc1OC (centres undefined)
    2	0.29	0.9	9	-5	16	0.9	0.8	1497	6	-3
> CC(=O)NNc1nc(-c2ccccc2)c2cc(Br)ccc2n1
    1	/	0.9	-14	4	5	0.9	0.9	1864	/	12
> N#Cc1cc2cc3c(cc2nc1SCC(=O)OC1CCCCC1)OCO3
    4	/	0.9	5	-1	7	1	0.9	1643	-34	-5
> CCOC(=O)N/N=C\c1ccc(-c2cccc(C(F)(F)F)c2)o1
    8	-0.78	0.9	-3	-6	12	1	0.9	1433	5	1
> COc1ccc(C2CC(c3cccs3)=NN2c2nc(-c3ccccc3)cs2)cc1OC (centres undefined)
    8	/	2.1*	-22	1	4	1.6	1	1552	/	-1
> O=C(Nc1ccc(F)cc1)c1cccc(NC(=O)C2C3CC4OC(=O)C2C4C3)c1 (centres undefined)
    2	/	1.1	6	3	-4	1	1	1609	/	-5
> CN(C(=O)COc1cc(C(F)(F)F)nn1C)c1ccccc1
    -7	0.038	1	12	1	-9	1	1.1	1544	-17	-1
> O=C(CSc1nnnn1-c1ccccc1)N1CCc2ccccc21
    -1	0.0017	1.1	-1	5	19	0.9	0.8	1411	3	4
> CS(=O)(=O)N1N=C(c2ccc3nccnc3c2)CC1c1ccccc1 (centres undefined)
    -7	/	1	7	6	-2	1	1	1550	/	0
> O=C(CSc1nnc(-c2ccco2)o1)c1ccc(F)c(F)c1
    3	/	0.9	6	6	14	0.9	0.9	1608	-17	-1
> COC(=O)c1cc(-c2ccc(C)cc2)n[nH]1
    3	0.74	1	2	4	3	1	1	1426	1	4
> CCCCN1C(=O)c2ccc(C(=O)NCCN3C(=O)S/C(=C\c4cccnc4)C3=O)cc2C1=O
    -3	0.11	1	7	-2	3	1.1	1	1482	-2	3
> [O-]C1=N/[N+](=C/c2ccccc2Cl)CC1
    8	1.4	2*	0	-5	14	1.5	0.9	1730	/	8
> O=C(CN1CCN(c2ccccc2F)CC1)c1c[nH]c2ccc(F)cc12
    7	-0.24	1.2	8	8	16	1.1	0.8	1538	/	15
> Cc1ccsc1C(=O)c1sccc1C
    -1	/	1	0	-12	11	1	0.9	1439	9	-5
> O=C(NCc1ccncc1)c1ccc(N2CCCC2)c([N+](=O)[O-])c1
    -2	-0.89	1	6	4	-4	0.3	1	1398	-14	-4
> O=C(O)C1C2CCC(O2)C1C(=O)NCCC1=CCCCC1 (centres undefined)
    -2	/	0.8	12	-3	15	0.8	0.8	1399	-29	-8
> C=C(Br)Cn1cnc2ccccc21
    -1	-0.011	0.9	1	-4	-2	1.1	1	1464	-7	2
> Cc1ccc(NC(=O)c2ccn(C)n2)c(Br)c1
    -7	-0.071	0.9	15	5	7	1	0.9	1429	-14	-2
> CC(C)=CCC(C)(C)C1OCCN1C(=O)c1ccccc1 (centres undefined)
    9	/	1	-1	10	8	0.9	0.9	1620	12	3
> C=CCN1C(=O)C(Cc2ccccc2)S/C1=N/N=C/c1cccs1 (centres undefined)
    7	-0.19	0.9	5	-2	18	0.9	0.8	1565	/	3
> CCC(CC)NC(=O)CO/N=C/c1ccccc1OC(F)F
    -2	-0.099	1.1	12	-2	7	1.1	0.9	1365	-19	-1

2 consecutive entries already listed, quoted:
Order of results: PPARg SRC1 recr	ROMK primary	PMI act hi M6P	G6PDH CS	PPARg SRC-2 ag	Diaph inh CS	PMI act	Diaph act CS	TR-FRET SRC-2 ct	S1P3 antagonist	PPARg SRC3 recr
> COc1cccc(C(=O)NCc2ccc3[nH]c(C)cc3c2)c1
    3	0.17	0.9	4	8	-12	1.3	1.1	1463	-20	6
> CCC(C)C(NC(=O)C1CCC(C)CC1)C(=O)NC1CCN(Cc2ccccc2)CC1 (centres undefined)
    3	/	1	9	4	12	0.9	0.9	1595	-7	6

Other records follow:
Order of results: PPARg SRC1 recr	ROMK primary	PMI act hi M6P	G6PDH CS	PPARg SRC-2 ag	Diaph inh CS	PMI act	Diaph act CS	TR-FRET SRC-2 ct	S1P3 antagonist	PPARg SRC3 recr
> COc1ccc2cc(C)c3nnc(SCC(=O)Nc4cc(OC)c(OC)cc4C(=O)O)n3c2c1
    -3	/	1	1	-5	32	1.1	0.7	1472	-4	1
> CC(=O)Nc1ccc(-c2nc(C)c(C(C)=O)n2O)cc1
    -4	/	0.8	-11	0	16	0.8	0.8	1380	13	3
> COC(=O)CCSc1cc(NCCOC(C)=O)c([N+](=O)[O-])c2nonc12
    7	-1.9	0.6	16	-1	25	1	0.8	1630	1	1
> COc1ccccc1NC(=O)COc1ccc(Br)cc1CNC1CCCC1
    4	-0.9	1.1	3	2	-24	1.1	1.2	1335	5	2
> CCOc1cccc(C2c3c(oc4cc(C)c(C)cc4c3=O)C(=O)N2CCCN(C)C)c1 (centres undefined)
    1	/	1	6	5	-20	1.1	1.2	1665	-27	1
> O=C(N/N=C/c1ccc(O)cc1)c1ccc(COc2cc(Cl)ccc2Cl)o1
    -4	0.23	0.9	-5	-5	4	0.9	1	1452	/	4
> O=c1[nH]c2ccc(S(=O)(=O)N3CCC(Cc4ccccc4)CC3)cc2o1
    -11	/	1	-1	-10	22	1.1	0.8	1594	/	0
> Cc1sc2ncn(CC(=O)Nc3c(F)cccc3F)c(=O)c2c1S(=O)(=O)N1CCC(C)CC1
    9	0.61	1.1	5	4	-3	1.1	1	1575	-2	8
> COC(=O)c1ccccc1NC(=O)CSCC(=O)Nc1ccccc1OC
    3	-0.21	0.9	2	-1	21	0.9	0.8	1642	/	8
> CN(C)S(=O)(=O)N1CCN(S(=O)(=O)c2ccc(F)cc2)CC1
    -1	/	1.1	4	2	0	1.1	1	1610	-15	-7
> CCc1nc2scc(-c3ccc(C)cc3)c2c(=O)n1N
    8	0.032	1	14	6	10	1.1	0.9	1444	-16	2
> c1ccc(-c2nn3c(Cn4nnc5ccccc54)nnc3s2)nc1
    4	-0.83	0.8	-9	6	17	0.6	0.8	1462	-2	10
> O=C(Nc1ccn(Cc2c(F)c(F)cc(F)c2F)n1)c1ccc(COc2ccccc2Cl)cc1
    -9	/	1	0	-3	17	1	0.8	1596	/	3
> CCCNC(=O)C1=C(C)C(=O)OC12CCC(C)CC2 (centres undefined)
    0	/	0.9	-6	7	19	0.9	0.8	1546	-3	3
> Cc1ccc(-c2n[nH]c3c2CCC3)cc1
    -1	-0.011	0.9	14	0	13	0.8	0.9	1428	/	0
> CCCCN(CCCC)S(=O)(=O)c1c(C)[nH]c(=O)[nH]c1=O
    5	-0.74	1	3	8	10	1	0.9	1609	-15	2
